D2 agonist: HTS Assay for Allosteric Agonists of the Human D2 Dopamine Receptor: Primary Screen for Agonists; HEK293 T-REx D2 cells, calcium flux agonist mode; activation, % at 2 µM; actives 0.53% (n = 340,000);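 active = activation over 3 SD above normal in the single-dose calcium agonist read, cut at about 30% in these data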; note: 0% is about no effect
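Agonism is scored from calcium flux in a force-coupled, inducible HEK293 cell line expressing D2, read kinetically for 180 s after compound addition against dopamine controls.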
D2 antagonist: HTS Assay for Allosteric Antagonists of the Human D2 Dopamine Receptor: Primary Screen for Antagonists. actives 2% (n = 340,000). HEK293 TREx D2 cells, calcium flux, dopamine EC80. inhibition, % at 10 µM; in the data active = inhibition above about 30%; note: 0% is about no effect
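Antagonism is scored as inhibition of an EC80 dopamine-evoked calcium signal in a force-coupled, tetracycline-inducible HEK293 T-REx D2 line, with compound present 180 s before agonist.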
TrxR1 inh: qHTS Assay for Inhibitors of Mammalian Selenoprotein Thioredoxin Reductase 1 (TrxR1): qHTS; Thioredoxin reductase 1, cytoplasmic (Rattus norvegicus), O89049; recombinant rTrxR1, NADPH fluorescence consumption, selenite substrate; Potency, µM (titrated, usually from 114 µM), without a hit: at the highest dose activity change, negative = inhibition, most hits filed as inhibitors; actives 1% (n = 390,000); note: potency is the fitted concentration of half-maximal effect; % is set by controls: 0 for no effect and ±100 for the full control effect; nearly all actives have a fitted effect of over 65% in size
Target sequence (O89049 whole entry, looked up): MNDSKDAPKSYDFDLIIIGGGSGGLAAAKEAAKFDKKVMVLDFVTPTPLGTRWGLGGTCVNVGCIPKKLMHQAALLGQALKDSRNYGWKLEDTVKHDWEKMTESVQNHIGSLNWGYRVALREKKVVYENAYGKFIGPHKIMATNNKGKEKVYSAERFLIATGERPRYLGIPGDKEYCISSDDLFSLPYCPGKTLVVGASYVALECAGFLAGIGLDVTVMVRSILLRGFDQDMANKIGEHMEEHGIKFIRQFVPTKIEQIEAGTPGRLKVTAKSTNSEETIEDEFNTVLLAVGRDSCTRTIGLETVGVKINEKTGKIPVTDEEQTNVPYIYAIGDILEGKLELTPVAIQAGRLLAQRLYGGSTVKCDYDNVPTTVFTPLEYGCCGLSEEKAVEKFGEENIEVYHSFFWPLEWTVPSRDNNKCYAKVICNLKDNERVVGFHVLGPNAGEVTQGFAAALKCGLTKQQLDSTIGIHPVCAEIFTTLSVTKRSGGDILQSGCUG
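Rat TrxR1 (90 nM in the dispensed reagent) was pre-reduced with 400 uM NADPH for 5 min at room temperature, then incubated with compound for 15 min. After 400 uM selenite was added, NADPH fluorescence (Ex 340/Em 450 nm) was followed for 8 min.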
PI4K2A block: qHTS for small molecular inhibitors of PI4K2A | activity change, negative = inhibition, % at 76.9 µM | actives 0.13% (n = 420,000) | Phosphatidylinositol 4-kinase type 2-alpha (Homo sapiens), Q9BTU6 | purified PI4K2A, ADP-Glo luminescence, 1 h; stronger effect = lower value | AID 1346378, 2018; in the data active = activity change below about -50%; inconclusive = mostly about -30% to -49%;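 note: -100% = wells without enzyme as full effect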
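In this quantitative HTS, ADP production by PI4K2A was quantified luminescently after 1 h at ambient temperature; 100 microM adenosine served as plate-quality control.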
USP1 inh: Inhibitors of USP1/UAF1: Primary Screen; AID 743255, 2014; actives 0.23% (n = 390,000); Potency, µM (highest dose often 57.1 µM), for inactives: top-dose activity change, negative = inhibition, hits mostly inhibitors; recombinant USP1/UAF1, Ub-Rhodamine cleavage fluorescence; note: potency is the fitted concentration of half-maximal effect; % is set by controls: 0 for no effect and ±100 for the full control effect; nearly all actives have a fitted effect of over 60% in size; inactives centre near -12
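In this screen, compounds sit with the deubiquitinase complex (1nM) for 15 min at room temperature before Ub-Rho is added at 150nM final. Fluorescence rise is then followed for 6 reads every 60 seconds.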
TRHR agonist: qHTS for Small Molecule Agonists and Allosteric Enhancers of Human TRH Receptor: Primary Screen for Agonists; activation, % at 2 µM; Thyrotropin-releasing hormone receptor (Homo sapiens), P34981; AID 493084, 2011; TRHR cells, calcium flux fluo-8, FDSS agonist mode; actives 0.18% (n = 360,000); in the data active = activation above about 30%; note: 0% is about no effect
Target sequence (P34981 whole entry, looked up): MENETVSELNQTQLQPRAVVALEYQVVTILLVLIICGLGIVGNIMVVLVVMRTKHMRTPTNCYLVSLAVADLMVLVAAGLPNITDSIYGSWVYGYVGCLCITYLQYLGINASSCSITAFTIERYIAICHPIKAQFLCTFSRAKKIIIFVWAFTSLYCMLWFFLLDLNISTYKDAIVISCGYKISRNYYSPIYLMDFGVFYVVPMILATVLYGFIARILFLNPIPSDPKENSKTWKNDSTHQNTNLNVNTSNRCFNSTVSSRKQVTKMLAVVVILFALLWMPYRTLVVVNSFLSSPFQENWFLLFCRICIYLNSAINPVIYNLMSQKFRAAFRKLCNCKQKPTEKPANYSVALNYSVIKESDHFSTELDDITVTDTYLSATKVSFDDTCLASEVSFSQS
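Read-out: compound-evoked intracellular calcium rise in TRHR cells, fluo-8 dye, kinetic FDSS fluorescence at 1 s/cycle following a 10-cycle baseline. Cells cultured overnight before dye loading (30 min–1.5 h, RT).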
TrxR1 substrate: qHTS Assay for Substrates of Mammalian Selenoprotein Thioredoxin Reductase 1 (TrxR1): qHTS; actives 0.01% (n = 390,000); Thioredoxin reductase 1, cytoplasmic (Rattus norvegicus), O89049; Potency, µM (top dose mostly 114 µM), inactives show at the top dose activity change, negative = substrate turnover; purified TrxR1 substrate turnover, NADPH consumption readout; note: potency is the fitted concentration of half-maximal effect; % is set by controls: 0 for no effect and ±100 for the full control effect; nearly all actives have a fitted effect of over 50% in size
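Rat TrxR1, dispensed at 90 nM, was prereduced with 400 uM NADPH (final) for 5 min at ~22 deg C, then incubated with compound 15 min before 400 uM selenite. A first-read NADPH fluorescence drop versus no-compound background flagged substrates.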
IDH1 R132H inh: qHTS for Inhibitors of mutant isocitrate dehydrogenase 1 (IDH1): qHTS. Isocitrate dehydrogenase [NADP] cytoplasmic (Homo sapiens), O75874. IDH1-R132H enzyme, NADPH consumption, diaphorase/resazurin fluorescence. Potency, µM (series often up to 76.6 µM), for inactives: at the top dose activity change, negative = inhibition, actives largely listed as inhibitors. actives 0.093% (n = 390,000). AID 602179, 2012; note: potency is the fitted concentration of half-maximal effect; % is set by controls: 0 for no effect and ±100 for the full control effect; nearly all actives have a fitted effect of over 65% in size
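IDH1-R132H (0.5 ug/mL dispensed) in pH 7.5 Tris buffer was preincubated 30 min with compound, then given a substrate mix of 0.016 mM NADPH and 2 mM alpha-KG for 80 min at room temperature; remaining NADPH was read by diaphorase/resazurin fluorescence.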
TRHR enhancer: qHTS for Small Molecule Agonists and Allosteric Enhancers of Human TRH Receptor: Primary Screen for Enhancers; Thyrotropin-releasing hormone receptor (Homo sapiens), P34981; TRHR cells, fluo-8 calcium fluorescence, EC20 TRH enhancement; enhancement, % at 2 µM; actives 0.66% (n = 360,000); AID 493056, 2011; in the data active = enhancement above about 30%; note: 0% is about no effect
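Enhancer read-out: after compound pinning and an initial kinetic agonist-mode read, an EC20 of TRH (10 nM final) was injected and fluo-8 calcium signal (Ex 480/Em 530) followed at 1 s/cycle for 100 cycles in TRHR-expressing cells.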
Starred values were filed as active, the others as inactive; ? = inconclusive; nt = not tested or not shown; & = joins results of further samples; [ ] = another dose, or the depositor's remark. Unless noted, calls come from the whole dose curve; as a rule, active = well fitted inhibition curve with a large enough effect; inconclusive = small, poorly fitted or top-dose-only effect; inactive = no such curve, though single readings can be large or run the other way.

Compound,D2 agonist,D2 antagonist,TrxR1 inh,PI4K2A block,USP1 inh,TRHR agonist,TrxR1 substrate,IDH1 R132H inh,TRHR enhancer
CCCCn1c(N)c(N(CC(C)C)C(=O)C2CCC2)c(=O)[nH]c1=O,nt,nt,15%,5,-19%,3.4,3%,2%,6
O=C(NN=Cc1ccccc1O)C1CC1,nt,nt,5%,0,-4%,nt,8%,-1%,nt
CCc1ccccc1N1CC(c2nc3ccccc3n2CCCOc2ccc(Cl)cc2)CC1=O (centres undefined),0.9,nt,6%,-6,-17%,0.4,-4%,3%,-16
CCCN(CCC)S(=O)(=O)c1ccc(C(=O)N2CC3CCC(CC3)C2)cc1,-0.3,-13,-4%[57.1 µM],-1,-14%,-0.2,5%[57.1 µM],2%,-7
COc1cc(CNCc2ccc(OC)c3ccccc23)cc(OC)c1OC,1.3,33*,-5%,-3,-16%,-2.1,4%,13%,2
Nc1ccc(Nc2nc(-c3ccncc3)cs2)cc1,0.1,9,18%,7,-12%,-0.5,6%,-3%,2
O=C(O)CN1CCN(Cc2ccc(Cl)cc2)C1=O,-0.3,12,16%,2,-9%,0.2,6%,0%,2
C/C(=N\Nc1ccc(C(F)(F)F)cc1[N+](=O)[O-])C1CC1,0.4,-4,-2%,-1,-17%,0.1,-10%,8%,-7
COc1ccc(CC(=O)NNc2ncnc3c2cnn3C)cc1,-2.7,-13,2%,3,-6%,-0.4,-1%,-4%,11
CN(C)C(/C=C/Nc1ccc(F)cc1)=C(C#N)C#N,nt,nt,10%,-2,?,nt,9%,5%,nt
Cc1nc(NC2=NCN(CCc3ccccc3)CN2)nc2ccccc12,-0.7,-6,nt,nt,nt,1.0,nt,nt,5
COc1ccc(OCC(=O)N/N=C/c2cccn2-c2cccc(C(=O)O)c2)cc1,-1.5,17,-22%,-1,-22%,0.2,-15%,-4%,7
COc1ccc(NC(=O)CN(C)C(=O)c2cc(-c3ccccc3)nc3ccccc23)cc1,1.0,-19,15%,6,-8%,-0.8,-2%,-6%,-12
O=C(NCCc1ccccc1)C1CCN(c2nc3ccccc3nc2C(F)(F)F)CC1,0.0,nt,22%[57.1 µM],-12,-17%,0.0,3%[57.1 µM],10%,-1
COc1ccc(C2=Nn3c(nnc3-c3ccccc3OC)SC2)cc1OC,0.1,-4,2%&-7%,1,-10%,-0.6&-0.8,-4%&-11%,-5%,29&14
CCOC(=O)c1ccccc1NC(=S)N1CCC(N2CCCCC2)CC1,0.4,-15,-2%,-1,-14%,-0.1,-4%,5%,-1
Cc1c(CCO)c(=O)[nH]n1S(=O)(=O)c1ccccc1,0.3,7,18%[57.1 µM],5,-2%,-0.1,6%[57.1 µM],1%,-2
COc1cc(CNC(=O)c2cc3n(n2)CCCN(Cc2ccc(C)cc2)C3=O)cc(OC)c1OC,0.8,nt,14%[57.1 µM],-2,-16%,-1.0,8%[57.1 µM],-8%,-1
CCCN1CCN(CCNC(=O)Nc2cc(C)ccc2C)CC1,0.2,14,19%,0,8%,0.2,-1%,3%,-10
COc1cc(C(=O)NCCC(=O)NC2CCCCC2)cc(OC)c1OC,0.3,2,9%,9,-22%,0.1,-3%,0%,3
CCOc1ccccc1NC(=O)c1ccccc1-c1ccccc1,-2.0,15,12%,3,-16%,-0.7,-7%,7%,-5
COc1ccc(-c2cn3nc(SCC(=O)Nc4ccccc4F)ccc3n2)cc1,-1.0,nt,7%[57.1 µM],-7,?,-0.6,23%[57.1 µM],12%,-11
Cn1c(NC(=O)c2ccco2)c(-c2ccc(Cl)cc2)c(=O)c2ccccc21,0.2,-8,-29%[57.1 µM],6,1%,0.1,-8%[57.1 µM],-4%,-13
COCCNC(=O)C(=O)Nc1cccc(Br)c1,nt,nt,22%,4,-10%,-0.1,10%,8%,2
COc1ccc(NC(=O)CCCC2=NS(=O)(=O)c3ccccc3N2)cc1,0.0,24,5%,2,-25%,-0.3,4%,2%,-1
CCOC(=O)c1c(NC(=O)CSc2nnc(CNc3ccc(OC)cc3)n2C)sc(C)c1C,-0.4,-10,-2%[57.1 µM],1,-18%,-1.5,-1%[57.1 µM],2%,-7
CN(C(=O)c1cccc(NC(=O)Cc2ccc(NC(=O)C3CCCN(C(=O)C4CC4)C3)cc2)c1)C1CCCC1 (centres undefined),nt,nt,15%,-3,-1%,nt,5%,14%,nt
COc1cc(C)nc(Oc2ccc(OCc3ccccc3)nn2)n1,-0.3,-1,-2%[57.1 µM],1,-19%,0.6,-1%[57.1 µM],-7%,0
Cc1oc2ccc(O)c(CN3CCCC3)c2c1C(=O)Nc1ccc(C(C)C)cc1,-0.4,nt,12%,0,-18%,0.2,0%,9%,10
C/C=C(/C)C(=O)O[C@@H]([C@H](O)c1cc2ccc(=O)oc2cc1OC)C(C)(C)O[C@@H]1O[C@H](CO)[C@@H](O)[C@H](O)[C@H]1O,nt,nt,?,-2,-20%,nt,97%[activator],8%,nt
c1ccc(-c2nccc(-c3ccc4c(c3)OCO4)n2)cc1,0.1,9,11%,2,?,0.5,9%,9%,-2
COc1ccc(-c2cc(C(F)(F)F)n3nc(C(=O)N4CCCCC4)cc3n2)cc1OC,-1.2,-6,-12%,8,-2%,0.0,-12%,10%,-1
CCOc1cc(N2CCOCC2)c(OCC)cc1NC(=O)COC(=O)c1cc(C)oc1C,0.4,-4,-11%,-8,-11%,-0.4,-7%,2%,-7
CN(CC(=O)Nc1cccc(C(F)(F)F)c1)Cc1ccccc1,-3.0,-8,-9%[57.1 µM],-8,-7%,-0.7,-1%[57.1 µM],8%,13
Cc1ccc(C(=O)Cc2ccccc2)cc1,nt,nt,14%,-5,-9%,nt,9%,11%,nt
O=C(O)CSc1nc2ccccc2c(=O)[nH]1,0.0,-4,7%,0,2%,1.5,1%,-1%,-1
Cc1ccc(S(=O)(=O)N(C)C)cc1NC(=O)C1CCCCC1,-0.4,3,11%,2,-9%,-0.3,-3%,-2%,2
Cc1ccc(S(=O)(=O)c2nc(-c3cccs3)oc2SC(C)c2ccccc2)cc1 (centres undefined),1.1,nt,5%,3,?,0.3,0%,18%,1
CC(=O)OC12CC3CC(C1)C(=NO)C(C3)C2,0.2,4,22%[57.1 µM],2,-20%,0.2,9%[57.1 µM],2%,2
Cc1cc(-c2nnc3sc(C4CCCCC4)nn23)n[nH]1,-1.3,-3,5%,-1,-12%,-0.4,3%,-2%,-1

A draw from above in order of length of the SMILES, low to high.
Compound,D2 agonist,D2 antagonist,TrxR1 inh,PI4K2A block,USP1 inh,TRHR agonist,TrxR1 substrate,IDH1 R132H inh,TRHR enhancer
Cc1ccc(C(=O)Cc2ccccc2)cc1,nt,nt,14%,-5,-9%,nt,9%,11%,nt
CC(=O)OC12CC3CC(C1)C(=NO)C(C3)C2,0.2,4,22%[57.1 µM],2,-20%,0.2,9%[57.1 µM],2%,2
Cc1ccc(S(=O)(=O)N(C)C)cc1NC(=O)C1CCCCC1,-0.4,3,11%,2,-9%,-0.3,-3%,-2%,2

Limited to TRHR enhancer, for some of the entries so far:
SMILES	TRHR enhancer
CCOc1cc(N2CCOCC2)c(OCC)cc1NC(=O)COC(=O)c1cc(C)oc1C	-7
CN(CC(=O)Nc1cccc(C(F)(F)F)c1)Cc1ccccc1	13

Next part:
Compound,D2 agonist,D2 antagonist,TrxR1 inh,PI4K2A block,USP1 inh,TRHR agonist,TrxR1 substrate,IDH1 R132H inh,TRHR enhancer
CC(=O)c1ccc(S(=O)(=O)Nc2ccc(Cl)c(S(=O)(=O)N3CCCC3)c2)cc1,nt,nt,-5%,-7,-14%,nt,-11%,-1%,nt
O=C(NCCC1CCCCN1S(=O)(=O)c1ccc(F)cc1)C(=O)NCc1ccncc1 (centres undefined),0.6,-7,13%,2,-6%,-0.4,6%,2%,-3
Cc1ccc(O)c(NC(=S)NC(=O)C(C)C)c1,-0.8,-3,5%,-1,-10%,-1.4,0%,2%,5
COc1ccc(Cl)cc1NC(=O)C1CCCN(S(=O)(=O)c2ccc3c(c2)CCCC(=O)N3)C1 (centres undefined),0.3,nt,12%,3,?,-0.1,-12%,-13%,-10
Cc1cccc(C)c1NC(=O)NC1CC2CCC(C1)N2Cc1cccs1 (centres undefined),nt,nt,8%,-2,-7%,-1.0,6%,0%,0
CCN1CCN(CC(=O)N2c3ccccc3CC2C)CC1 (centres undefined),0.0,-1,41%[activator],4,-12%,1.4,20%,0%,-6
Cc1c(C)c2ccc(OCC(=O)Nc3ccc(S(N)(=O)=O)cc3)c(C)c2oc1=O,0.3,19,36%,-4,-11%,1.4,42%[activator],-21%,4
O=C(CSc1nc(C2CC2)n(-c2ccccc2)n1)NCc1ccco1,0.0,-16,3%,3,-1%,0.1,0%,-8%,2
COC(=O)c1cc(CSc2nc3ccc(C)cc3[nH]2)oc1C,4.4,4,-9%,5,-17%,-1.6,-12%,12%,3
COc1ccc(OC)c2c1cc(C(=O)N[C@@H](C)C(=O)N[C@@H](C(=O)O)c1ccccc1)n2C,-1.8,25,-13%,-4,?,-0.7,-10%,-9%,3
CN(C)C(CNC(=O)c1cc2ccccc2o1)c1ccccc1 (centres undefined),nt,nt,5%,0,-4%,nt,6%,0%,nt
O=C(NC(=S)NCCC1=CCCCC1)c1ccccc1Br,-1.6,17,-10%,0,-25%,-2.3,1%,3%,6

Assay outcomes deposited in PubChem BioAssay by National Center for Advancing Translational Sciences (NCATS).

Rows were taken by chance; about 3.9% have a hit in one of these screens.
